TbREL1 inh: TbREL1 inhibition, primary screen | TbREL1 RNA ligation, FRET fluorescence | P86926 | inhibition, % at 9.66 µM | 0.49% of 89,000 active | AID 1117264;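 active means inhibition above the mean inhibition across all screened compounds plus 3 SD, cut at about 11% in these data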;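 further: 0% = plate median of test wells and 100% = NSC42067 control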
Target sequence (P86926 whole entry, looked up): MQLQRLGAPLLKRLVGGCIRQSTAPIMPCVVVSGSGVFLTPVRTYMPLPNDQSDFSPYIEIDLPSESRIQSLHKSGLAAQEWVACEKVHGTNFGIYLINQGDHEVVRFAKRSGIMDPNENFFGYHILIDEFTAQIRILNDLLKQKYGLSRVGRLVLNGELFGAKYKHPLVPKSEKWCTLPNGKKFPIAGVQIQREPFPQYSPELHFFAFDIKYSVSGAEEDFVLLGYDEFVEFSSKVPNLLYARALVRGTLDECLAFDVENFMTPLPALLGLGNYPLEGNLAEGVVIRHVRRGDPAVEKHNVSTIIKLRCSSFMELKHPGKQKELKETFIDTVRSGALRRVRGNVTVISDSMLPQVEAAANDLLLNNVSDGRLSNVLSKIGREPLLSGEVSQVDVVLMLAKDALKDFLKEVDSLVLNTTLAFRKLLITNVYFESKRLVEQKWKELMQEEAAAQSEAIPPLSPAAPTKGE
An asterisk follows results filed as active. The list is partial; rates above refer to the full screens.

SMILES	TbREL1 inh
CC1(c2nnc(-c3ccccc3)o2)CC(c2ccncc2)=NO1 (stereo unspecified)	0
CCc1nc2ccc(C(=O)NC(C)(C)C)cn2c1N(CC)Cc1cccc(Br)c1	-3
CC(=O)c1c(C)oc2c1cc(O)c1ccccc12	1
COc1ccc(NS(=O)(=O)c2ccc(Cl)s2)cn1	-2
COc1ccc(Cn2c(C)nc3c(c(=O)c4ccccc4n3C)c2=O)cc1	3
Cc1cccc(C(=O)Nc2cc(OCc3cccc(F)c3)c(Cl)cc2Cl)c1	1
CCCCCOc1ccc(/C=N/NC(=O)CSc2nnc(-c3ccc(OC)cc3)n2-c2ccc(C)cc2)cc1	2
CCN(C(=O)COC(=O)c1cc(-c2ccccc2)nn1-c1ccccc1)C1CCS(=O)(=O)C1 (stereo unspecified)	2
C=CC[C@@H](CC(=O)N[C@H](CO)Cc1ccccc1)C(=O)N[C@H](COC(=O)[C@@H](CC=C)CC(=O)OC(C)(C)C)Cc1c[nH]c2ccccc12	-2
O=C(NC1CCCC1)C(c1ccncc1)N(Cc1ccco1)C(=O)c1ccc(-c2ccccc2)[nH]1 (stereo unspecified)	-3
CCOC(=O)C1CCN(C(=O)Cc2c(C(=O)O)n(C)c3ccccc23)CC1	3
COc1cc(/C=C/c2cccc[n+]2C)ccc1OCC(=O)Nc1ccccc1C	-3
Cn1nnnc1Sc1ncnc2scc(-c3ccc(-c4ccccc4)cc3)c12	3
Cc1onc(-c2ccccc2)c1C(=O)OCC(=O)NCc1ccc(F)cc1	-1
CCCCCCCCN1C(=O)[C@@H](CC(=O)NCCc2ccccc2OC)C[C@@]2(C(=O)OC)C1=C[C@H](C(C)C)O[C@@H]2C1CC1	4
O=C(CSc1nnc(Cn2nnc3ccccc32)o1)Nc1ccc(Cl)cc1	-2
CCOC(=O)c1sc(N2N=C(C)C(N=Nc3cccc(C)c3)C2=O)nc1C (stereo unspecified)	-1
Cc1ccc(C(C)NC(=O)CSc2ccc(S(=O)(=O)N3CCOCC3)cn2)cc1C (stereo unspecified)	-2
CC(C)CC(=O)Nc1cccc(C(=O)Nc2ccccc2C(=O)O)c1	3
CC(C)C1Cc2c(sc3[nH]c(=S)n(Cc4ccccc4)c(=O)c23)CO1 (stereo unspecified)	2
C=CCNC(=O)CSc1nc2sc3c(c2c(=O)n1CCC)CCC3	0
CN(c1ccccc1C(=O)Nc1ccc2c(c1)OCCO2)S(C)(=O)=O	0
CCCn1cc2c(c1-c1cccc(C)c1)c(=O)n(C)c(=O)n2C	-1
CCc1ccc(-n2ncc(Cl)c(Oc3ccc(OC)cc3)c2=O)cc1	8
CCCNS(=O)(=O)c1cccc(C(=O)NNC(=O)c2cc(C)oc2C)c1	-1

The list goes on, overlapping the part above by six compounds.
SMILES	TbREL1 inh
CC(C)C1Cc2c(sc3[nH]c(=S)n(Cc4ccccc4)c(=O)c23)CO1 (stereo unspecified)	2
C=CCNC(=O)CSc1nc2sc3c(c2c(=O)n1CCC)CCC3	0
CN(c1ccccc1C(=O)Nc1ccc2c(c1)OCCO2)S(C)(=O)=O	0
CCCn1cc2c(c1-c1cccc(C)c1)c(=O)n(C)c(=O)n2C	-1
CCc1ccc(-n2ncc(Cl)c(Oc3ccc(OC)cc3)c2=O)cc1	8
CCCNS(=O)(=O)c1cccc(C(=O)NNC(=O)c2cc(C)oc2C)c1	-1
NS(=O)(=O)c1ccc(CCNC(=O)CCC(=O)c2cccs2)cc1	1
Cc1ccc(OCC(=O)Nc2ccc(C)c(S(=O)(=O)N3CCCCC3)c2)c([N+](=O)[O-])n1	1
CCOC(=O)c1cc(NC(=O)CN2CCCC2)cc(C(=O)OCC)c1	2
CCCCC1=CC2=CC(=O)C(C)(OC(=O)CC)C(=O)C2=CN1CCc1ccc(Br)cc1 (stereo unspecified)	1
Cc1cc(C)n(CC(O)Cn2c3ccccc3c3ccccc32)n1 (stereo unspecified)	-3
CC(C)NC(=O)CN1CCN(C(=O)CCl)CC1	1
Cc1cc(NC(=O)c2cc(S(=O)(=O)N3CCCCC3)ccc2C)n(-c2ccccn2)n1	-1
COc1ccc(CN(C#N)c2nc(SC)nc(N(C)C)n2)cc1	-2
Cc1ccc(N(CC(O)CN2C(=O)NC(C)(C)C2=O)S(=O)(=O)c2ccc(C)cc2)cc1 (stereo unspecified)	-1
NCCCC[C@H]1CN=C(N)N1CCC12CC3CC(CC(C3)C1)C2	4
CCC/C(O)=C1\C(=O)CC(C)(C)CC1=Nc1ccccc1O	-3
Cn1c(C(=O)NCc2cccs2)cc2c(=O)n(C)c3ccccc3c21	3
Cc1ccnc(NC(=O)CCC(=O)N(Cc2ccco2)C(C(=O)NC(C)C)c2ccc(F)cc2)c1 (stereo unspecified)	0
O=C(CCn1c(=O)oc2ccccc21)NCCCN1CCOCC1	1
CCOc1ccc(C2/C(=C(\O)c3ccc4c(c3)OCCO4)C(=O)C(=O)N2Cc2cccnc2)cc1OCC (stereo unspecified)	-3
Cc1onc(-c2ccccc2)c1C(=O)Nc1ccc(Cl)c(S(=O)(=O)N2CCOCC2)c1	1
CCOc1ccccc1NC(=O)COC(=O)CN1C(=O)NC(C)(C)C1=O	0
Cc1ccc(NC(=O)c2nn(C34CC5CC(CC(C5)C3)C4)cc2[N+](=O)[O-])cc1	0
COC(=O)c1ccc2nc(-c3ccc(C#N)cc3)c(Cc3ccsc3)n2c1	-2
O=C(CNS(=O)(=O)c1ccc(Cl)s1)N1CCN(c2ccccn2)CC1	1
COc1cc2ccccc2cc1C(=O)Nc1cc(C)ccn1	1
COc1ccc(S(=O)(=O)N2CCN(c3ncccn3)CC2)cc1[N+](=O)[O-]	3
CCc1cc2ccc(C)cc2nc1SCC(=O)Nc1cc(OC)c(OC)cc1C(=O)O	-5
Cc1cc(=O)c(C(=O)OC(C)C(=O)NC(N)=O)nn1-c1ccc(Cl)cc1 (stereo unspecified)	1
CN(CCN1CCOCC1)Cc1nc(-c2ccccc2)no1	-1
SMILES	TbREL1 inh
CCOC(=O)N1CCC(N(CCN(C)C)C(=S)Nc2ccccc2Cl)CC1	3
Cc1ccc(-c2cn3cccnc3n2)cc1NC(=O)c1cccs1	-1
O=C1NC[C@@H](Cc2cccc3ccccc23)N(CC2(c3ccccc3)CC2)C1=O	2
Cc1cccc(C(=O)N/N=C/c2ccncc2)c1	9
CCN(Cc1ccccc1)C(=O)c1ccc(CNS(=O)(=O)c2ccc(C)cc2)cc1	1
O=C(NNc1ncccc1-n1cccc1)c1ccc(Cl)cc1	-3
O=C(NC1=NCCS1)c1cc(-c2ccccc2)nn1-c1ccccc1	4
CCN(CC)CC(=O)Nc1sc2c(c1C(=O)c1ccccc1C)CCC2	-2
CCN1CCN(Cc2ccc(NC(=O)c3ccc(C)c(NC(=O)c4nccn4C)c3)cc2C(F)(F)F)CC1	3
Cc1ccc(S(=O)(=O)NC(=O)NCc2ccccc2)cc1	-2
O=C(CN(C(=O)Cn1nnc(-c2ccc(F)cc2)n1)c1ccc(F)cc1)NC1CCCC1	0
CCCCCC(=O)OCc1ccc(C2=CC(=O)CC(C)(C)C2=O)cc1	-3
CN(C)C1=NCCN1CCc1cccc(F)c1	2
O=C(NC1CCN(C(=S)NCc2ccco2)CC1)C1CCCCC1	-3
c1ccc(CNCCN2CCNCC2)nc1	2
CCCCn1nnnc1SCC(=O)Nc1ccc2c(c1)OCCO2	-1
C=CCN1C(=O)CS/C1=N\S(=O)(=O)c1ccc(Cl)cc1	-2
CCn1c(=O)c2c(nc(SCC(=O)N3CCC(C)CC3)n2C)n(C)c1=O	0
CC1C(=O)N(Cc2cn(Cc3ccco3)nn2)CCS(=O)(=O)N1Cc1ccc(-c2cccnc2)cc1 (stereo unspecified)	-1
CCCCc1ccc(NC(=O)CSc2nc(=O)n3cc(C)ccc3n2)cc1	-1
COc1cccc(C(=O)OCC(=O)Nc2nnc(-c3ccccc3)o2)c1	2
COC(=O)[C@@]12C[C@@H](CC(=O)N3CCN(C(=O)C4CC4)CC3)C(=O)N(Cc3ccccc3)C1=CCC(C)(C)C2	-1
COc1ccc(/C=C/C(=O)Nc2ccccc2)cc1S(=O)(=O)N1CCOCC1	8
COc1ccc(C(=O)NCc2nnc(SC)n2Cc2ccccc2)cc1	0
CCOc1cc(C(=O)OC(C(=O)NC(=O)NC)c2ccccc2)ccc1OCC(=O)N1CCOCC1 (stereo unspecified)	-1
SMILES	TbREL1 inh
CCC(NC(=O)C1C2C=CC3(CN(Cc4ccccc4)C(=O)C13)O2)c1ccccc1 (stereo unspecified)	-4
Nc1ccn([C@@H]2O[C@H](C(=O)N(CCC3=CCCCC3)CC3CC3)[C@@H](O)[C@H]2O)c(=O)n1	0
Cc1onc(-c2ccccc2)c1C(=O)Nc1nc(-c2ccc(F)c(F)c2)cs1	1
CCOc1ccc(Nc2nc(N)nc(CN(C)C3CCCCC3)n2)cc1	6
O=C(CN1CCN(S(=O)(=O)c2ccccc2)CC1)NCc1ccccc1	-2
N#CCSc1nnc(-c2ccc3c(c2)OCO3)o1	-1
CCCCn1c(-c2cccc3ccccc23)nc2cc3[nH]c(=O)c(C(C)C)nc3cc21	-1
O=S(=O)(Nc1ccc(Br)cn1)c1ccc(Cl)s1	6
CCOC(=O)C(C(C)=O)c1c(Br)c(O)c(O)c2c(C(=O)c3ccc(C)cc3)coc12 (stereo unspecified)	-1
COc1cc(CNCCSc2nnnn2C)cc(Br)c1OCc1ccccc1	-3
CC(CCn1cccn1)NC(=O)c1cc(COc2ccc(F)cc2F)on1 (stereo unspecified)	2
Cc1ccc(Cn2c(C(C)Nc3nc(-c4ccc(F)cc4)cs3)nc3cc(C(=O)NCCCO)ccc32)cc1 (stereo unspecified)	5
Cc1ccc(CNC(=O)Cn2ccc3ccccc3c2=O)o1	1
Nn1c(SCC(=O)Nc2ccc(Oc3ccccc3)cc2)nnc1C1CC1	6
CCCCN(C)C(=O)c1sc(=O)n(Cc2c(C)noc2C)c1C	4
C[C@H](NC(N)=O)C(=O)Nc1ccc(N2CCOCC2)c(S(=O)(=O)Nc2ccc(Cl)cc2)c1	0
Cn1c(CN2CCOCC2)c(C#N)c2ccccc21	2
CN(c1ccc(C(=O)NCc2ccc3c(c2)OCO3)cc1)S(C)(=O)=O	0
O=C(NC1CC1)c1sc2cc(Cl)ccc2c1Cl	0
C(=C\CSc1ncn[nH]1)/CSc1ncn[nH]1	3
COc1cccc(C2=NOC(C(=O)N3CCN(C(=O)c4ccco4)CC3)C2)c1 (stereo unspecified)	-2
CCOC(=O)c1sc(NC(=O)CSc2n[nH]c(-c3ccc(Cl)cc3Cl)n2)c(C#N)c1C	0
CSc1nnc(-c2ccccc2Cl)n1N	-2
CCCCN(C(=O)c1cc(S(=O)(=O)N2CCCCC2)ccc1Cl)c1c(N)n(CC(C)C)c(=O)[nH]c1=O	-1
CCS(=O)(=O)N1CCCC(C(=O)NCCN2CCC(Cc3ccccc3)CC2)C1 (stereo unspecified)	3

Structural class, the entries above with a nitro group on carbon
SMILES	TbREL1 inh
Cc1ccc(OCC(=O)Nc2ccc(C)c(S(=O)(=O)N3CCCCC3)c2)c([N+](=O)[O-])n1	1
Cc1ccc(NC(=O)c2nn(C34CC5CC(CC(C5)C3)C4)cc2[N+](=O)[O-])cc1	0
COc1ccc(S(=O)(=O)N2CCN(c3ncccn3)CC2)cc1[N+](=O)[O-]	3

3 entries out of the list, arranged by count of non-hydrogen atoms, descending.
SMILES	TbREL1 inh
Cc1ccc(Cn2c(C(C)Nc3nc(-c4ccc(F)cc4)cs3)nc3cc(C(=O)NCCCO)ccc32)cc1 (stereo unspecified)	5
CCOC(=O)c1sc(NC(=O)CSc2n[nH]c(-c3ccc(Cl)cc3Cl)n2)c(C#N)c1C	0
CCCCN(C)C(=O)c1sc(=O)n(Cc2c(C)noc2C)c1C	4

Going on with the list.
SMILES	TbREL1 inh
O=C(CSc1ccc2c(c1)OCCO2)Nc1ccc(Br)cn1	5
Cc1ccc(Cn2cccc(-c3nc4ccccc4s3)c2=O)cc1	1
CN(/C=C/C(=O)C(F)(F)C(F)(F)F)Cc1ccccc1	2
Cc1ccc(SCC(=O)NN2C(=O)c3ccccc3C2=O)cc1	3
COC(=O)C1=C(CCc2ccccc2)NC(=O)NC1c1ccc(C#N)cc1 (stereo unspecified)	4
CC1(C)CC2(CC(C)(C(=O)CSc3nc4ccccc4s3)OC2=O)C(=O)O1 (stereo unspecified)	-5
CC(=O)Nc1ccc(N(C(=O)Cc2cccs2)C(C(=O)NC2CCCC2)c2ccncc2)cc1 (stereo unspecified)	-5
O=C(CCN1C(=O)/C(=C/c2cccs2)SC1=S)Nc1cccc(O)c1	-2
Cc1ccc(CNC(=O)c2ccc(S(=O)(=O)N3CCCC3)cc2)cc1	0
CCOc1ccc(CN(C)C(=O)CNC(=O)Cc2cccc3ccccc23)cc1	-1
CCOc1ccccc1N1CCN(S(=O)(=O)c2ccc(F)c(F)c2)CC1	-1
O=C(Nc1ccccc1Oc1ccccc1)c1ccccc1F	4
Cc1ccc(S(=O)(=O)NCC(C)NS(=O)(=O)c2ccc(C)cc2)cc1 (stereo unspecified)	1
Cc1ccc(C)c(C(=O)CSc2nnnn2C(C)C)c1	-4
COc1ccc(-c2noc(CCC(=O)N3CCN(c4ccccc4C(F)(F)F)CC3)n2)cc1	6
CC(OC(=O)Cc1c[nH]c2ccccc12)C(=O)c1ccccc1 (stereo unspecified)	1
CCOc1ccccc1NC(=S)N1CCC(NC(=O)c2ccco2)CC1	-3
COc1ccccc1CCC(=O)Nc1ccc(OC)c(S(=O)(=O)N2CCOCC2)c1	0
Cc1nn(C)c(C(=O)Nc2ccn(Cc3c(F)c(F)cc(F)c3F)n2)c1[N+](=O)[O-]	-1
Cc1ccc(N2C(=O)CC(n3nc(C)cc3C)C2=O)cc1 (stereo unspecified)	1
COc1ccc(NC(=O)c2ccc(-n3cccn3)nc2)cc1	-1
Cc1noc(C)c1COC(=O)c1cccc(S(=O)(=O)N2c3ccccc3CC2C)c1 (stereo unspecified)	0
COc1cccc(S(=O)(=O)NCc2ccc(C(=O)NCc3ccco3)cc2)c1	1
Cc1ccnc2nc(C(=O)OCC(=O)NCCc3ccc(Cl)cc3)nn12	-3
Cc1ccc(S(=O)(=O)N2CCCCC2)cc1NC(=O)CSc1nc(N)cc(=O)[nH]1	-3
CC(OC(=O)CCCOc1ccccc1)C(=O)Nc1ccc(Cl)cn1 (stereo unspecified)	4
